# GAA glycogen mod – qHTS Assay for Inhibitors and Activators of Human alpha-Glucosidase Cleavage of Glycogen. Lysosomal alpha-glucosidase (Homo sapiens), P10253. recombinant GAA, glycogen substrate, Amplex Red glucose oxidase fluorescence. Potency, µM (series often up to 76.4 µM), for the others: at the highest dose activity change, negative = inhibition, most hits filed as inhibitors. hit rate 0.38% among 300,000. AID 2100, 2009; active means well fitted inhibition curve with a large enough effect; inconclusive means small, poorly fitted or top-dose-only effect, or another doubt; inactive means no such curve, though single readings can be large or run the other way;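 further: 0% = full enzyme reaction and -100% = no-enzyme basal signal; the screen sought inhibitors and activators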
#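 qHTS, 1536-well; enzyme 4 nM final; cpd up to 77 uM; substrate bovine liver glycogen 30 ug; 50 mM citrate/phosphate pH 5.0, 0.01% Tween-20; 37 C, 40 min; Amplex Red detection 45 min RT; Hill fit → AC50.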
# The depositor's hits bear a star; ? = inconclusive; [ ] = remark or other dose. Potency means the concentration at half of the fitted maximal effect. This is a subset, so the mix of outcomes need not match the whole.
structure	GAA glycogen mod
COc1ccccc1CCNC(=O)CCC(=O)N1CC2C[C@@H](C1)Cn1c2cccc1=O	29%[76.3 µM]
Cc1c(Cl)cccc1N1C(=O)NC(=O)/C(=C\c2cc(C)n(-c3cccc(C(=O)O)c3C)c2C)C1=O	7%[76.3 µM]
COc1cccc(-n2c(/C=C\c3ccc(Cl)cc3)nc3ccccc3c2=O)c1	16%[76.3 µM]
O=C(CCN1CCCCC1)Nc1ccc(Br)cc1C(=O)c1ccccc1	4%
O=C(NC(=S)N1C[C@H]2C[C@H](C1)c1cccc(=O)n1C2)c1ccc(F)cc1	1%[76.3 µM]
COc1ccc(NC(=O)c2cn(CCC#N)nc2-c2ccc(OC)c(OC)c2)cc1	4%[76.3 µM]
Cc1ccc(C(O)(c2ccc(C)c(C)c2)C2CN3CCC2CC3)cc1C (centres undefined)	2%
COc1cc(/C=C/c2nc3ccccc3c(=O)n2-c2ccccc2O)ccc1O	?
COc1cccc(NC(=O)[C@@H](NC(=O)N2C[C@H]3C[C@@H](C2)c2cccc(=O)n2C3)C(C)C)c1	-16%[76.3 µM]
COc1cccc(N(C(C)=O)C2=NCCCS2)c1	0%[76.3 µM]
O=C(COc1ccc2c3c(c(=O)oc2c1)CCC3)N1C[C@H]2C[C@@H](C1)c1cccc(=O)n1C2	-4%[76.3 µM]
Cc1cccc(C2CC(=O)Oc3c2c(=O)oc2ccccc32)c1 (centres undefined)	-14%[76.3 µM]
CCN(CC)C(=O)COc1cc(C)cc2oc(=O)c3c(c12)CCCC3	11%[76.3 µM]
CCCCc1ccc(NC(=O)c2ccc3c(c2)CCN3S(=O)(=O)CC)cc1	?
CCOc1cc2c(cc1OCC)-n1cccc1C(c1ccc(OC)c(OC)c1)NC2 (centres undefined)	-4%
O=C(O)c1ccc(-n2c(O)c(/C=C3\C=Nc4ccccc43)c(=O)[nH]c2=O)cc1	4%
COc1cc(C(c2c(O)c3ccccc3oc2=O)c2c(C)n(C)n(-c3ccccc3)c2=O)ccc1OCC(=O)O (centres undefined)	-7%[76.3 µM]
O=S(=O)(NC1CN2CCC1CC2)c1ccc(Cl)cc1 (centres undefined)	8%[76.3 µM]
NP(=O)(OCCCCc1ccccc1)Oc1ccccc1Cl (centres undefined)	-7%[76.3 µM]
Cc1ccc(NC(=O)[C@@H](NC(=O)N2C[C@H]3C[C@@H](C2)c2cccc(=O)n2C3)C(C)C)cc1	20%[76.3 µM]
c1ccc(CN2CCc3nc4ccccc4cc3C2)cc1	-4%
COc1ccc(C(=O)Cn2c(NCCCl)nc3ccccc32)cc1	5%[76.3 µM]
CN(C)CC1CCCCC1OC(=O)Cc1ccc(Cl)c([N+](=O)[O-])c1 (centres undefined)	13%
CCNCC(O)c1cccc(O)c1 (centres undefined)	17%[76.3 µM]
CCOC(=O)C1(CCc2ccccc2)CCN(Cc2ccc(NC(C)=O)cc2)CC1	-2%[76.3 µM]
O=C1CC(c2c(F)cccc2Cl)c2c(c3ccccc3oc2=O)O1 (centres undefined)	-18%[76.3 µM]
CCn1cc(C=C2C(=O)NC(=O)NC2=O)c2ccccc21	3%
COc1cc(/C=C/c2nc3ccccc3c(=O)n2-c2ccc(O)cc2)ccc1O	4%
Cn1c(O)c(/C=C2\C=c3ccccc3=NC2=O)c(=O)n(C)c1=O	-3%
COc1ccccc1N1CCN(Cc2ccc(Br)cc2)CC1	-2%[76.3 µM]
CC1=Nc2cc(C(=O)N3CCC4(CC3)OCCO4)ccc2Sc2ccc(Cl)cc21	0%[76.3 µM]
Clc1ccc(NC2=NCCCS2)cc1Cl	-2%
COc1ccc(CNC(=O)CSCc2cnn(-c3ccccc3)c2-n2cccc2)cc1OC	?
O=S(=O)(c1ccccc1)N1CCN2CCCC2C1 (centres undefined)	-8%[76.3 µM]
COc1ccc(CNCCc2ccc3c(c2)OCO3)c(OC)c1OC	1%
Cc1ccc(-c2nc(CN3C(=O)CN=C(c4ccccc4Cl)c4cc(Cl)ccc43)c(C)o2)cc1	3%[76.3 µM]
CCC(=O)N1CC(=O)Nc2ccc(F)cc2C1c1ccc(F)cc1 (centres undefined)	-3%
COc1ccccc1N1CCN(C2CCCN(C(=O)COc3ccccc3Cl)C2)CC1 (centres undefined)	-11%[76.3 µM]
O=C(CCC(=O)N1CC2C[C@@H](C1)Cn1c2cccc1=O)NCCc1ccccc1	15%[76.3 µM]
C[C@]12CCC3C(CCC4=CC(O)CC[C@@]43/C=N/O)C1(O)CCC2C1=CC(=O)OC1 (some centres undefined)	4%
FC(F)(F)Oc1ccc(NC2=NCCCS2)cc1	-4%
CCN(CC)C(=O)Cn1cc(/C=C2\C(=O)NC(=O)N(c3ccccc3F)C2=O)c2ccccc21	-3%
CCCCCn1c(=O)c(C(=O)Nc2cc(C)ccn2)c(O)c2ccccc21	-4%[76.3 µM]
N=c1sccn1Cc1ccccc1F	-5%
Cn1cc(/C=C/c2nc3ccccc3c(=O)n2-c2ccccc2)c2ccccc21	-6%[76.3 µM]
CCC1CO/C(=C(\C(Cl)=C(Cl)Cl)[N+](=O)[O-])N1Cc1ccc(Cl)nc1 (centres undefined)	0%
Cc1cccc(NC(=O)[C@@H](NC(=O)N2C[C@H]3C[C@@H](C2)c2cccc(=O)n2C3)C(C)C)c1	2%[76.3 µM]
Clc1ccc2[nH]c3c(c2c1)CCNC3	-4%[76.3 µM]
CC1CCCCN1C(=O)Cn1cc(C=C2C(=O)N(C)C(=O)N(C)C2=O)c2ccccc21 (centres undefined)	-2%[76.3 µM]
CN(C)C(CNC(=O)Cc1ccc(Br)cc1)c1ccccc1 (centres undefined)	-1%[76.3 µM]

# The listing continues.
structure	GAA glycogen mod
O=C1NC(=S)NC(=O)C1=Cc1ccc(Br)s1	5%[76.3 µM]
CC(C)c1ccc(OCC(=O)N2CCN(CCc3ccncc3)CC2)cc1	14%[76.3 µM]
CCC12CN3CC(CC)(CN(C1)C3c1ccccn1)C2=O (centres undefined)	-4%[76.3 µM]
CN(C)C(=O)Oc1ccc2c(c1)O/C(=C\c1cccc(Cl)c1)C2=O	0%
O=C(CCc1nnc2ccc(NCc3ccccc3Cl)nn12)N1CCC2(CC1)OCCO2	5%[76.3 µM]
CN(C)c1ccc(C2C3C=CC(C3)C2(C#N)C(=O)O)c(Br)c1 (centres undefined)	1%[76.3 µM]
O=C(COc1ccccc1)N1CCN(CC2CC=CCC2)CC1 (centres undefined)	0%
CN1CC(C(=O)c2cccs2)C(c2ccc(Cl)cc2)C1 (centres undefined)	7%
COc1ccc(-n2c(CNCCc3ccc(C)cc3)nc3ccccc3c2=O)cc1	?
Cc1ccc(/C=C2/Sc3ccc(C(=O)N4CCC5(CC4)OCCO5)cc3NC2=O)cc1	3%[76.3 µM]
Cc1nc2ccccc2c(=O)n1-c1cc([N+](=O)[O-])cc([N+](=O)[O-])c1	-8%[76.3 µM]
N#Cc1ccc(NC(=O)CN2C(=O)NC3(CCCC3)C2=O)cc1Cl	10%[76.3 µM]
O=C(Cc1ccccc1)N1CCN(Cc2cccc(Cl)c2)CC1	-2%[76.3 µM]
O=Cc1c(C(=O)O)n(Cc2ccc(F)cc2Cl)c2ccccc12	1%
Clc1ccc(CCNCc2ccncc2)c(Cl)c1	24%
COc1ccccc1-n1c(-c2ccccc2Br)nc2ccccc2c1=O	2%
OC(CN1CCCCC1)c1c[nH]c2ccccc12 (centres undefined)	0%
O=[N+]([O-])c1ccc2c(c1)C(c1ccccc1)=NCCN2	-1%
Cc1ccc(Cl)cc1NC(=O)N(Cc1ccc2c(c1)OCO2)C1CCN(Cc2ccccc2)CC1	10%[76.3 µM]
Nc1ccc2ccc3cccc[n+]3c2c1	10%[76.3 µM]
CCOc1cc2c(cc1OCC)-n1cccc1C(c1ccc(OC(F)F)cc1)NC2 (centres undefined)	-5%
CCOc1cc2c(cc1OCC)-n1cccc1C(c1cccc(OCC)c1O)NC2 (centres undefined)	-12%
O=C(Cc1c(Cl)cccc1Cl)N1CCN(Cc2ccccc2)CC1	-4%
CCOC(=O)c1ccc(NC(=O)CSc2nc3c(cc2C#N)N2CCC3CC2)cc1	14%[76.3 µM]
C[C@H](NC(=O)N1C[C@H]2C[C@@H](C1)c1cccc(=O)n1C2)C(=O)Nc1ccccc1F	-8%[76.3 µM]
CN1CCN(Cc2cn(C)c3ccccc23)CC1CCO (centres undefined)	0%[76.3 µM]
Cn1cc(C=C2C(=O)NC(=O)NC2=O)c2ccccc21	5%
COc1ccc(NC2=NCCCS2)cc1OC	-13%
CCOc1ccccc1CNCCc1ccc2c(c1)OCO2	1%[76.3 µM]
O=C1C(Cc2cnc[nH]2)NC(=S)N1c1ccccc1 (centres undefined)	4%
CC(Cc1ccccc1)NC(=O)CCCCC(=O)NC(C)Cc1ccccc1 (centres undefined)	15%[76.3 µM]
Cc1c(Br)c(=O)oc2cc(OCC(=O)N3C[C@H]4C[C@@H](C3)c3cccc(=O)n3C4)ccc12	-12%[76.3 µM]
O=[N+]([O-])c1ccc(N2CCCCCC2)c2nonc12	-5%[76.3 µM]
COc1ccccc1OP(=O)(Nc1ccc(Br)cc1)Oc1ccccc1OC	0%[76.3 µM]
O=C(Nc1ccc(F)c(Cl)c1)N(Cc1ccc2c(c1)OCO2)C1CCN(Cc2ccccc2)CC1	11%[76.3 µM]
Cc1ccc(N=Cc2c(O)n(C)c(=O)n(C)c2=O)cc1	4%[76.3 µM]
CN1CCN(c2nc3c(c(=O)[nH]2)CCC3)CC1	3%[76.3 µM]
Fc1ccccc1CNCCc1ccc2c(c1)OCO2	-6%[76.3 µM]
COc1ccc(Cl)cc1N=Cc1c(O)n(C)c(=O)n(C)c1=O	0%
NP(=O)(OCCCc1ccccc1)Oc1ccccc1 (centres undefined)	-9%[76.3 µM]
CC(=O)O[C@@]12CO[C@@H]1C[C@H](O)[C@@]1(C)C(=O)[C@H](O)C3=C(C)[C@@H](OC(=O)[C@H](O)[C@@H](NC(=O)c4ccccc4)c4ccccc4)C[C@@](O)([C@@H](OC(=O)c4ccccc4)C12)C3(C)C (some centres undefined)	16%[76.3 µM]
O=c1nc(/C=C/c2ccc(Cl)cc2Cl)cc(C(F)(F)F)[nH]1	-3%[76.3 µM]
COc1ccc(NS(=O)(=O)c2ccc(OCC(=O)N3CCN(C)CC3)cc2)cc1Cl	-1%[76.3 µM]
COc1c(C=C2C(=O)NC(=O)NC2=O)c(CCN(C)C(=O)c2ccccc2)cc2c1OCO2	-6%[76.3 µM]
CN1CCN(C(=O)COc2ccc3ccccc3c2)CC1	5%
CC(C)(C)c1ccc(OCC(=O)Nc2ccc(Cl)cc2C(=O)c2ccccc2)cc1	6%[76.3 µM]
COc1cc(C(=O)N2C[C@H]3C[C@@H](C2)c2cccc(=O)n2C3)cc(OC)c1OC	17%[76.3 µM]
Cc1cccc(-n2c(/C=C/c3cn(C)c4ccccc34)nc3ccccc3c2=O)c1	-1%[76.3 µM]

# Of the compounds above, these have four or more nitrogen atoms.
structure	GAA glycogen mod
COc1ccc(NC(=O)c2cn(CCC#N)nc2-c2ccc(OC)c(OC)c2)cc1	4%[76.3 µM]
COc1cccc(NC(=O)[C@@H](NC(=O)N2C[C@H]3C[C@@H](C2)c2cccc(=O)n2C3)C(C)C)c1	-16%[76.3 µM]
Cc1ccc(NC(=O)[C@@H](NC(=O)N2C[C@H]3C[C@@H](C2)c2cccc(=O)n2C3)C(C)C)cc1	20%[76.3 µM]
COc1ccc(CNC(=O)CSCc2cnn(-c3ccccc3)c2-n2cccc2)cc1OC	?
CCN(CC)C(=O)Cn1cc(/C=C2\C(=O)NC(=O)N(c3ccccc3F)C2=O)c2ccccc21	-3%
Cc1cccc(NC(=O)[C@@H](NC(=O)N2C[C@H]3C[C@@H](C2)c2cccc(=O)n2C3)C(C)C)c1	2%[76.3 µM]
CC1CCCCN1C(=O)Cn1cc(C=C2C(=O)N(C)C(=O)N(C)C2=O)c2ccccc21 (centres undefined)	-2%[76.3 µM]
O=C(CCc1nnc2ccc(NCc3ccccc3Cl)nn12)N1CCC2(CC1)OCCO2	5%[76.3 µM]
Cc1nc2ccccc2c(=O)n1-c1cc([N+](=O)[O-])cc([N+](=O)[O-])c1	-8%[76.3 µM]
N#Cc1ccc(NC(=O)CN2C(=O)NC3(CCCC3)C2=O)cc1Cl	10%[76.3 µM]
CCOC(=O)c1ccc(NC(=O)CSc2nc3c(cc2C#N)N2CCC3CC2)cc1	14%[76.3 µM]
C[C@H](NC(=O)N1C[C@H]2C[C@@H](C1)c1cccc(=O)n1C2)C(=O)Nc1ccccc1F	-8%[76.3 µM]
O=C1C(Cc2cnc[nH]2)NC(=S)N1c1ccccc1 (centres undefined)	4%
O=[N+]([O-])c1ccc(N2CCCCCC2)c2nonc12	-5%[76.3 µM]
CN1CCN(c2nc3c(c(=O)[nH]2)CCC3)CC1	3%[76.3 µM]

# Screening results as filed in PubChem BioAssay.
